# Compound activity (PubChem BioAssay)
# RECQ1 inh – qHTS Assay for Inhibitors of RecQ-Like Dna Helicase 1 (RECQ1) | ATP-dependent DNA helicase Q1 (Homo sapiens), P46063 | AID 2549, 2010 | actives 0.54% (n = 240,000) | RECQ1 DNA unwinding, red fluorescence kinetic read | Potency, µM (top dose mostly 57.3 µM), for inactives: at the top dose activity, negative = inhibition, usual class: inhibitors;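 also: plate controls were vehicle for no effect and no enzyme for full effect; nearly all actives have a fitted effect of over 30% in size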
#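 50 nM RECQ1T1 preincubated 15 min with compound in Tris pH 8.0 buffer with MgCl2, DTT, Tween-20 and 2.5 ug/ml poly(dI-dC); started with 200 nM TAMRA/BHQ-2 forked duplex and 2 mM ATP. Unwinding read as fluorescence (525/598 nm), two reads 2 h apart.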
# TRb-SRC2 inh – qHTS for Inhibitors of the Interaction of Thyroid Hormone Receptor and Steroid Receptor Coregulator 2 | Thyroid hormone receptor beta (Homo sapiens), P10828 | TRbeta-SRC2 peptide binding, fluorescence polarization; receptor liganded with 1 µM T3 | Potency, µM (titrated, usually from 106 µM), for the others: at the top dose activity change, negative = inhibition, most hits filed as inhibitors | actives 0.065% (n = 280,000);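 also: plate controls were bound peptide for no effect and peptide without receptor for full effect; nearly all actives have a fitted effect of over 50% in size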
# Target sequence (P10828 whole entry, looked up): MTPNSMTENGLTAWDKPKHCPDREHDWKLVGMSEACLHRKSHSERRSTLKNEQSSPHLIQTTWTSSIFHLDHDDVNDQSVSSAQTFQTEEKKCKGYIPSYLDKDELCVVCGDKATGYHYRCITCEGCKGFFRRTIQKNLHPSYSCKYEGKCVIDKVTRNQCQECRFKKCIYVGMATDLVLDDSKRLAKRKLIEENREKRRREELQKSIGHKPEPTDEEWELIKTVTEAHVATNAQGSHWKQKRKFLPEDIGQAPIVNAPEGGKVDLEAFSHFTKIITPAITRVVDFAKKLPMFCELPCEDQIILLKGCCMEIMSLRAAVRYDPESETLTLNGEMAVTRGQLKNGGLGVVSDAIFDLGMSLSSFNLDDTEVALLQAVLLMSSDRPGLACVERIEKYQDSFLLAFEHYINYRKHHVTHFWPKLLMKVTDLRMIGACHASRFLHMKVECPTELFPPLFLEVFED
#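 Human TRb LBD (0.6 uM) plus Texas Red-labeled SRC2 peptide (20 nM), 1uM T3, 5% DMSO, 5 hr at ambient temperature. Decreased polarization (555/632 nm) flags inhibition; data normalized to free and bound peptide controls.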
# Tau fluor counter – Counterscreen qHTS for Inhibitors of Tau Fibril Formation, Fluorescence Polarization; tau K18 P301L Alexa594 fluorescence, heparin fibrillization; Potency, µM (series often up to 57.7 µM), for inactives: top-dose activity change, negative = decrease; actives 0.93% (n = 280,000); AID 1463, 2008; also: % is scaled to controls: 0 for no effect and ±100 for the full control effect; nearly all actives have a fitted effect of over 55% in size
#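 Human tau K18 P301L (15 uM unlabeled, 0.24 uM Alexa 594-labeled) in 100 mM sodium acetate pH 7 with 20 uM heparin, 6 hr at 37 C. ThT 30 uM added, 1 hr ambient; Alexa 594 FP and total fluorescence read at 555/632 nm.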
# Tau FP inhib – qHTS for Inhibitors of Tau Fibril Formation, Fluorescence Polarization; actives 0.39% (n = 280,000); Potency, µM (doses to about 57.7 µM), for the others: at the highest dose activity, negative = inhibition, hits mostly inhibitors; Microtubule-associated protein tau (Homo sapiens), P10636; K18 P301L tau heparin fibrillization, Alexa594 FP, 6 h; also: % is scaled to controls: 0 for no effect and ±100 for the full control effect; nearly all actives have a fitted effect of over 55% in size
# Target sequence (P10636 561-689 P618L limits assumed): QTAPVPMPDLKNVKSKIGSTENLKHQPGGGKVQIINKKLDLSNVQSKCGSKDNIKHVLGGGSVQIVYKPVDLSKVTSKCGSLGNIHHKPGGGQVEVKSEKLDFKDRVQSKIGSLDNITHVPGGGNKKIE
#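 Steps: dispense K18 P301L tau (15 uM plus 0.24 uM Alexa 594 tracer, final) in pH 7 sodium acetate; add compound; add heparin (20 uM final); incubate 6 hr, 37 C; add ThT (30 uM final); after 1 hr ambient, read FP.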
# TexasRed fluor – Total Fluorescence Counterscreen for Inhibitors of the Interaction of Thyroid Hormone Receptor and Steroid Receptor Coregulator 2; AID 1479, 2009; TRb/SRC2 Texas Red total fluorescence interference; actives 0.29% (n = 280,000); Potency, µM (highest dose often 106 µM), for inactives: at the highest dose fluorescence change, negative = quenching; active = well fitted curve in either direction with a large enough effect; inconclusive = small, poorly fitted or top-dose-only effect; also: % is scaled to controls: 0 for no effect and ±100 for the full control effect
#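 Human TRβ ligand-binding domain (0.6 uM) and Texas Red SRC2 peptide (20 nM) in Tris buffer with 1 uM T3 and 5% DMSO were incubated with pinned compound for 5 hr at ambient temperature. Total fluorescence was computed as S + 2P (555/632 nm).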
# HTT cytoprotect – qHTS Multiplex Assay to Identify Dual Action Probes in a Cell Model of Huntington: Cytoprotection (ATP); PC12 HTT-Q103 induced, cytoprotection, ATP luminescence, 40 h; Potency, µM (series often up to 56.4 µM), without a hit: cytoprotection (ATP increase), usual class: activators; actives 0.14% (n = 230,000); AID 1471, 2008;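 also: % of control where 0% means no effect; nearly all actives have a fitted effect of over 45% in size; toxic huntingtin expression switched on by the ecdysone agonist tebufenozide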
#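 Huntington model: PC12 line, ecdysone-inducible HTTQ103 exon1–GFP, tebufenozide 100 nM. Test articles in a dose series. Endpoint luminescence from cellular ATP.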
# L3MBTL1 block – qHTS Assay for the Inhibitors of L3MBTL1. Lethal(3)malignant brain tumor-like protein 1 (Homo sapiens), Q9Y468. AlphaScreen L3MBTL1–H3K9me1 peptide binding. Potency, µM (top dose mostly 57.1 µM), for the others: at the top dose activity, negative = inhibition, actives largely listed as inhibitors. actives 0.66% (n = 230,000). AID 485360, 2010; also: % is scaled to controls: 0 for no effect and ±100 for the full control effect; nearly all actives have a fitted effect of over 60% in size
#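 Read-out is AlphaScreen signal from streptavidin donor and nickel chelate acceptor beads (10 ug/mL final each) bridging L3MBTL1 (50 nM) and biotinylated K9-monomethylated H3(1-15) peptide (75 nM), after 30 min compound exposure at room temperature.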
# Tau ThT inhib – qHTS for Inhibitors of Tau Fibril Formation, Thioflavin T Binding. recombinant tau K18 P301L (four-repeat tau fragment), heparin-induced fibrillization, ThT fluorescence. AID 1460, 2008. actives 2.1% (n = 270,000). Potency, µM (series often up to 57.4 µM), without a hit: at the top dose activity, negative = inhibition, most hits filed as inhibitors. Microtubule-associated protein tau (Homo sapiens), P10636; also: % is scaled to controls: 0 for no effect and ±100 for the full control effect; nearly all actives have a fitted effect of over 55% in size
#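 Aggregation was driven by heparin (20 uM final) acting on recombinant tau […] bearing P301L in 100 mM sodium acetate pH 7; fibrils were detected with Thioflavin T.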
# An asterisk follows results filed as active; i = inactive; ? = inconclusive; . = not tested or not shown; [ ] = remark or other dose. Unless noted, calls follow the shape of the dose curve; as a rule, active = well fitted curve in the direction sought with a large enough effect; inconclusive = small, poorly fitted or top-dose-only effect, or another doubt; inactive = no such curve, though single readings can be large; an effect the other way counts as inactive or inconclusive. Potency is read from the fitted curve at half-maximal effect. A portion of the library; count on the stated rates, not on these rows.
SMILES,RECQ1 inh,TRb-SRC2 inh,Tau fluor counter,Tau FP inhib,TexasRed fluor,HTT cytoprotect,L3MBTL1 block,Tau ThT inhib
Cc1cccc(-c2nc(CN3CCCC(C(=O)NCc4ccc(Cl)cc4)C3)c(C)o2)c1 (stereo unspecified),.,-11%,-14%,8%,-5%,.,.,?
Cc1ccc(S(=O)(=O)N2CCN(c3cnn(C)c(=O)c3Cl)CC2)cc1,-16%,1%,6%,1%,0%,.,3%,4%
Cn1c(=O)c2c(nc(N/N=C/c3cccs3)n2Cc2ccccc2)n(C)c1=O,-2%,8%,?,?,-1%,-1%[10 µM],3%,-17%
Cn1cc(C(=O)NCCc2ccccc2)c(=O)c2cc(S(=O)(=O)N3CCCCCC3)ccc21,.,-1%,?,-8%,-1%,.,.,0%
CCn1c(C(=O)NCCCN2CCc3ccccc3C2)cc2sccc21,-14%,-3%,-15%,?,2%,5%[10 µM],-5%,-23%
COc1ccc(S(=O)(=O)c2c(O)c3ccc(C(=O)NCc4ccc(Cl)cc4)cc3[nH]c2=O)cc1,.,-18%,-3%,0%,-1%,.,.,1%
Clc1cccc(NCc2nnc3n2CCCCC3)c1,-5%,0%,-9%,-17%,-1%,4µM*,.,-1%
O=C(CSc1nnc(Cc2ccccc2)o1)NC1CC2CCC1C2 (stereo unspecified),-5%,-17%,-5%,-5%,-1%,-5%[10 µM],-9%,-9%
CC(C)c1ccc(CN2CC(C(=O)Nc3ccccc3)CC2=O)cc1 (stereo unspecified),i,-2%,-16%,-3%,-8%,-17%[10 µM],2%,-10%
Cc1ccc(NS(=O)(=O)c2ccc(C3CCCCC3)cc2)cc1,-10%,-17%,?,-9%,1%,?,5%,-7%
S=c1[nH]nc(-c2ccccc2)o1,-7%,3%,-3%,3%,-5%,-15%,-4%,-2%
Cc1cc(O)cc(O)c1C(=O)Cc1cnn(-c2ccccc2)c1,-7%,13%,?,-5%,-2%,-28%,.,?
COC(=O)C1(C)NC(=O)c2ccccc2N1 (stereo unspecified),0%,-13%,2%,-4%,-2%,-25%[10 µM],-1%,-11%
CCc1c(C(=O)O)[nH]c2ccc(Br)cc12,2%,10%,-7%,-5%,1%,-61%[inhibitor],4%,0%
CCOc1ccc(OCC)c(NC(=O)CC(C)n2nc(C)cc2C)c1 (stereo unspecified),.,-7%,3%,-1%,2%,.,.,2%
O=S(=O)(c1ccc(NC(=S)NCc2ccncc2)cc1)N1CCCCC1,-8%,1%,-23%,?,0%,-11%[10 µM],-1%,10%
Brc1ccc(-c2csc(NC3=NCCCCC3)n2)cc1,-5%,-1%,-1%,4%,-1%,9%[10 µM],-8%,-18%
Cc1ccc(NC(=O)COC(=O)Cn2cnc3ccccc32)c([N+](=O)[O-])c1,-14%,-3%,-7%,-5%,-1%,-18%,-2%,-1%
O=C(c1ccc(N2CCOCC2)c([N+](=O)[O-])c1)N1CCN(S(=O)(=O)c2cccs2)CC1,i,-4%,-2%,1%,0%,-10%,18%,-10%
O=C(NCCS(=O)CCNC(=O)C(F)(F)F)C(F)(F)F,i,0%,-1%,3%,-4%,-4%,2%,-2%
CCc1ccccc1NC(=O)c1cc(-c2ccc(Cl)s2)nc2ccccc12,.,-1%,-3%,-9%,?,.,.,13%
CCCN(CCC)S(=O)(=O)c1ccc(NC(=O)c2cc(C(=O)OC)cc([N+](=O)[O-])c2)cc1,-4%,-5%,8.9µM*[quencher],13%,0%,-18%,-1%,-3%
COc1c(OC)c2occc2c2oc(=O)ccc12,-2%,1%,-7%,-4%,-1%,-17%,.,-11%
CCCCCn1c(=O)[nH]c2cc(C(=O)N3CCN(CC)CC3)ccc2c1=O,i,-21%,-8%,-9%,1%,30%,.,-6%
COc1cc(-c2[nH]ncc2CN2CCSCC2)cc(OC)c1OC,-13%,-3%,2%,1%,-2%,-3%[10 µM],-6%,2%
Cn1c(=O)c2c(nc(Cl)n2Cc2ccc(Cl)c(Cl)c2)n(C)c1=O,-5%,2%,-6%,7%,1%,-17%,7%,-9%
Cc1ccc(CN(Cc2ccccc2)C(=S)Nc2ccccc2C)o1,-6%,-1%,-13%,-1%,-2%,-33%[inhibitor],.,-5%
CCOC(CCNC(=O)c1cn(-c2cccc(C)n2)cn1)OCC,i,-5%,-1%,-3%,-6%,-20%,3%,-9%
COc1ccc(CNC(=O)c2nnn(CC(=O)Nc3cc(C)cc(C)c3)c2N)cc1,.,-4%,0%,-13%,-1%,.,.,1%
Cc1ccc(C)c(Nc2nnc(-c3ccc(C)c(S(=O)(=O)N4CCN(C)CC4)c3)c3ccccc23)c1,.,7%,-14%,2%,-2%,.,.,-18%
C=CCn1c(-c2ccc(Cl)cc2)cnc1SC(C)C(N)=O (stereo unspecified),-4%,-2%,-10%,-6%,0%,-26%,.,-4%
CCN(CC)S(=O)(=O)c1ccc(OC)c(NC(=O)Cn2cnc3c2c(=O)n(C)c(=O)n3C)c1,13%,-7%,10%,1%,0%,23%[10 µM],6%,2%
COc1ccc(N2C(=O)CSC23C(=O)N(Cc2ccccc2F)c2ccccc23)cc1Cl (stereo unspecified),.,2%,-6%,1%,-2%,.,.,1%
O=C1C(Cc2ccccc2)S/C(=N/N=C/c2ccco2)N1c1ccccc1 (stereo unspecified),?,11%,-4%,8%,-28%,-17%,-6%,-4%
COc1ccc(Nc2nc(-c3ccc(C)cc3)nc3ccccc23)c(OC)c1,.,3%,7.9µM*[quencher],-1%,-3%,.,.,?
CC(C)(C)NCC(O)COc1ccccc1C(C)(C)C (stereo unspecified),i,1%,-3%,?,1%,-5%[10 µM],1%,-10%
OCCN(CC#CC(O)(c1ccccc1)c1ccccc1)CCO,0%,-2%,3%,-1%,-2%,9%[10 µM],1%,2%
CCOC(=O)CN1C(=O)N[C@@H](c2cccc(C(F)(F)F)c2)C(C(=O)OC)=C1C,-6%[11.5 µM],-1%[11.2 µM],4%[11.6 µM],-1%[11.6 µM],-4%[11.2 µM],-21%[10 µM],.,9%[11.5 µM]
CCOc1ccc(OCCCCN(C)C)cc1,-1%,2%,1%,2%,1%,-10%,-8%,-4%
CCCCN(CC)C(=O)Cc1c(C(=O)O)[nH]c2ccc(Cl)cc12,i,0%,7%,3%,0%,-2%,8%,-6%

# Eleven entries out of the list, ordered by heavy-atom count, rising:
SMILES,RECQ1 inh,TRb-SRC2 inh,Tau fluor counter,Tau FP inhib,TexasRed fluor,HTT cytoprotect,L3MBTL1 block,Tau ThT inhib
CCOc1ccc(OCCCCN(C)C)cc1,-1%,2%,1%,2%,1%,-10%,-8%,-4%
CC(C)(C)NCC(O)COc1ccccc1C(C)(C)C (stereo unspecified),i,1%,-3%,?,1%,-5%[10 µM],1%,-10%
C=CCn1c(-c2ccc(Cl)cc2)cnc1SC(C)C(N)=O (stereo unspecified),-4%,-2%,-10%,-6%,0%,-26%,.,-4%
CCCCN(CC)C(=O)Cc1c(C(=O)O)[nH]c2ccc(Cl)cc12,i,0%,7%,3%,0%,-2%,8%,-6%
CCOC(CCNC(=O)c1cn(-c2cccc(C)n2)cn1)OCC,i,-5%,-1%,-3%,-6%,-20%,3%,-9%
Cc1ccc(CN(Cc2ccccc2)C(=S)Nc2ccccc2C)o1,-6%,-1%,-13%,-1%,-2%,-33%[inhibitor],.,-5%
O=C1C(Cc2ccccc2)S/C(=N/N=C/c2ccco2)N1c1ccccc1 (stereo unspecified),?,11%,-4%,8%,-28%,-17%,-6%,-4%
CCOC(=O)CN1C(=O)N[C@@H](c2cccc(C(F)(F)F)c2)C(C(=O)OC)=C1C,-6%[11.5 µM],-1%[11.2 µM],4%[11.6 µM],-1%[11.6 µM],-4%[11.2 µM],-21%[10 µM],.,9%[11.5 µM]
COc1ccc(N2C(=O)CSC23C(=O)N(Cc2ccccc2F)c2ccccc23)cc1Cl (stereo unspecified),.,2%,-6%,1%,-2%,.,.,1%
CCN(CC)S(=O)(=O)c1ccc(OC)c(NC(=O)Cn2cnc3c2c(=O)n(C)c(=O)n3C)c1,13%,-7%,10%,1%,0%,23%[10 µM],6%,2%
Cc1ccc(C)c(Nc2nnc(-c3ccc(C)c(S(=O)(=O)N4CCN(C)CC4)c3)c3ccccc23)c1,.,7%,-14%,2%,-2%,.,.,-18%

# The list goes on:
SMILES,RECQ1 inh,TRb-SRC2 inh,Tau fluor counter,Tau FP inhib,TexasRed fluor,HTT cytoprotect,L3MBTL1 block,Tau ThT inhib
CCn1c(SCC(=O)NCCOc2ccccc2)nc2ccccc2c1=O,-8%,-2%,-2%,-3%,0%,12%,0%,-12%
CCCCC[C@H](O)/C=C/C=C\CCCCCCCCCC(=O)O,-13%,2%,-11%,0%,-3%,-19%,.,-9%
CCCCn1c(SCC(N)=O)nnc1-c1cc(OC)c(OC)c(OC)c1,i,-17%,-4%,1%,-1%,12%,.,-4%
CCCCN(C)C(=O)c1c[nH]c2ccc(S(=O)(=O)N3CCOCC3)cc2c1=O,1%,-3%,6%,8%,-3%,-23%[10 µM],29%,10%
